TAAR1 antag: human TAAR1 antagonism; CHO RD-HGA16 TAAR1, Fluo-8 calcium fluorescence, antagonist; 360,000 compounds, 1.5% hits; Q96RJ0; AID 624466; inhibition, % at 3 µM;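 active = inhibition above a per-plate cutoff, the mean inhibition of test compounds on that plate plus 3 SD, cut at about 49% in these data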;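 note: 0% = DMSO plus EC80 beta-PEA response and 100% = DMSO alone without agonist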
Target sequence (Q96RJ0 whole entry, looked up): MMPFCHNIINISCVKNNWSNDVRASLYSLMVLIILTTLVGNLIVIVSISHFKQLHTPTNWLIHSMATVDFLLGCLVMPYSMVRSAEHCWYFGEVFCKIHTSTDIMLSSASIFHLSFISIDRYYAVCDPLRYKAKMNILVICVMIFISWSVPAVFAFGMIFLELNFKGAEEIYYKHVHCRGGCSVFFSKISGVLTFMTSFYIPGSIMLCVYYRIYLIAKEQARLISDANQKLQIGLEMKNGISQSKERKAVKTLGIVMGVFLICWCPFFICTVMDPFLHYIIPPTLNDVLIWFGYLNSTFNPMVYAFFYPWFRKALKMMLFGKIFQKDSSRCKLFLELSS
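Test system: CHO RD-HGA16 cells bearing hTAAR1 | Reagent: β-PEA, EC80 | Compound dosing: 3 µM, single point | Schedule: Dye loading 75 min at 37 °C, then 30 min room temperature | Signal: Calcium fluorescence with Fluo-8 | Evaluation: Percent inhibition of PEA-evoked calcium signal, max/basal emission ratio | Control set: DMSO-only wells and EC80 β-PEA-stimulated wells | Repeats: Singlicate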
CHO-K1 Ca ag: nonselective activator or artifact in parental CHO-K1 cells. 360,000 compounds, 0.48% hits. AID 602248. Fluo-8 calcium fluorescence; scaled to maximal ATP response, vehicle zero. activation, % at 3 µM; in the data active = activation above about 15%;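 note: untransfected CHO-K1 host cells lacking M1 receptor as counterscreen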
M1 ag: agonists of human M1 muscarinic receptor; P11229; CHO-K1 hM1, Fluo-8 calcium fluorescence, agonist mode; 0% DMSO, 100% acetylcholine EC100; activation, % at 3 µM; 360,000 compounds, 0.33% hits;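 active = activation above the run's mean compound activation plus 3 SD, cut at about 16% in these data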;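 note: peak over basal fluorescence ratio within a 140 s kinetic read after compound addition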
Target sequence (P11229 whole entry, looked up): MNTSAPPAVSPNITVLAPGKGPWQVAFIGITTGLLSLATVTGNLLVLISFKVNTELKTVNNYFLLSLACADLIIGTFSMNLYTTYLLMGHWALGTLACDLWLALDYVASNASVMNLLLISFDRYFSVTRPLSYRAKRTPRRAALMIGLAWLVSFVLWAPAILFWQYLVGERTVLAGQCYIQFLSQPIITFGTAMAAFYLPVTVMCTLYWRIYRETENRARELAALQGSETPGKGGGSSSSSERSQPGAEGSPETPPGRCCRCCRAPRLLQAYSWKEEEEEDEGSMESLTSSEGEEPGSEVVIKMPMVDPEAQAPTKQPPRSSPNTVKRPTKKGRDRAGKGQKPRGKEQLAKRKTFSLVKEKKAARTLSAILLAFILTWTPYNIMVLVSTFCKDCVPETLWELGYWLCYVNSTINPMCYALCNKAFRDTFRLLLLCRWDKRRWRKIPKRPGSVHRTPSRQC
CHRM1 antagonist: human CHRM1 antagonism | inhibition, % at 3 µM | CHO-K1 hM1, Fluo-8 calcium fluorescence, ACh EC80 antagonist | P11229 | 360,000 compounds, 1.3% hits;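 active = percent inhibition above its own plate's cutoff, namely the mean of that plate's compound wells plus 3 SD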;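 note: peak over basal fluorescence ratio during 140 s after agonist addition; 0% = ACh EC80 plus DMSO and 100% = DMSO alone without agonist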
TAAR1 agonist: human TAAR1 agonism; 360,000 compounds, 0.99% hits; CHO RD-HGA16 TAAR1, Fluo-8 calcium fluorescence; vehicle wells 0%, saturating PEA agonist 100%; activation, % at 3 µM;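 active = activation above the mean activation of all test compounds in the run plus 3 SD, cut at about 38% in these data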
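Benchmarks: low control DMSO, high control PEA (EC100); System: CHO RD-HGA16 cells carrying human TAAR1 plus Gα16; Detection: Fluo-8 fluorescence, 5 s baseline then 140 s kinetic read; Schedule: 17-24 h plating, Fluo-8 75 min 37 °C, 30 min RT; Read-out basis: % activation from peak over basal fluorescence ratio, DMSO-to-PEA scaled.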
CHO-K1 Ca PAM: M1 PAM counterscreen hit in parental CHO-K1 cells; ATP EC20, Fluo-8 calcium fluorescence; 0% at ATP EC20, 100% at ATP max; activation, % at 3 µM; 360,000 compounds, 0.02% hits;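 active = activation above the run cutoff, the mean activation of all test compounds plus 3 SD, cut at about 40% in these data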;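 note: peak over basal fluorescence ratio in a 140 s read after ATP addition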
CHRM1 PAM: potentiates human M1 receptor response to acetylcholine; CHO-K1 hM1, Fluo-8 calcium fluorescence, ACh EC20; 0% = ACh EC20, 100% = maximal ACh; AID 588819; P11229; 360,000 compounds, 0.088% hits; activation, % at 3 µM; in the data active = activation above about 19%, passing the limit was not always enough
CHO-K1 Ca antag: nonselective inhibitor or artifact in parental CHO-K1 cells; ATP-induced calcium, Fluo-8 fluorescence; inhibition, % at 3 µM; 360,000 compounds, 0.6% hits;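 active = inhibition above a per-plate cutoff, the plate's mean sample inhibition plus 3 SD, cut at about 24% in these data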;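 note: 0% = DMSO plus EC80 ATP and 100% = DMSO alone without ATP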
CHO parental Ca: signal in parental CHO cells, OX1R antagonist counter-screen; inhibition, % at 5.6 µM; 330,000 compounds, 0.63% hits; parental CHO-K1, ATP-induced calcium, Fluo-8 fluorescence;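 active = inhibition above that plate's mean sample inhibition plus 3 SD, cut at about 26% in these data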;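 note: 0% = ATP-challenged DMSO wells and 100% = DMSO wells without ATP; some compounds past the cut are filed as inactive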
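material = parental CHO cells | also added = ATP as calcium-mobilizing challenge | dosing = single point at 5.6 µM | detection = intracellular calcium via Fluo-8 no-wash fluorescent dye | read-out = % inhibition | benchmarks = low control ATP plus DMSO, high control DMSO only | repeats = one well per compound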
Numbers without * were called inactive; nt = no result given.

SMILES	TAAR1 antag	CHO-K1 Ca ag	M1 ag	CHRM1 antagonist	TAAR1 agonist	CHO-K1 Ca PAM	CHRM1 PAM	CHO-K1 Ca antag	CHO parental Ca
CCN(CC)C(=O)CSc1nc(-c2ccccc2)ccc1C#N	11	0.0	-1	-1	4	2	6	-10	15
O=C1CN(C(=O)C2CCCC2)CCN1	8	0.3	-3	-3	3	8	4	1	-6
O=C(Nc1ccc2nc([C@@H]3O[C@H](CO)[C@@H](O)[C@H](O)[C@H]3O)[nH]c2c1)NC(c1ccccc1)c1ccccc1	-36	-0.2	-1	8	13	-7	-6	2	nt
Cc1cc(C)cc(NC(=O)c2c(C)nc3ccccn23)c1	-13	-0.5	-5	6	6	-6	5	13	-29
CCCCNC(=O)NC1C(NC(=O)NCCCC)N(C)C(=O)N1C (stereo not given)	-18	0.0	-3	-8	4	7	4	-5	-5
O=C(CN1C(=O)C2C3C=CC(C3)C2C1=O)Nc1ccc2nccnc2c1 (stereo not given)	17	1.8	-4	-3	0	18	-1	1	6
Cc1ccc(NC(=O)c2c(C)nn(-c3ccccc3)c2Cl)c(C)c1	10	0.7	-5	-9	16	13	2	-10	-11
CC(=O)N1Cc2ccccc2CC1C(=O)NCc1ccccc1F (stereo not given)	-9	0.2	-5	-7	-1	4	9	-1	-8
O=C(CCCNC(=O)c1ccc(Cl)cc1)Nc1nccs1	-32	-0.2	-1	-4	0	5	1	-3	-7
O=C(NC(Cc1c[nH]c2ccccc12)C(=O)O)c1cccs1 (stereo not given)	-7	-0.2	-3	-1	1	12	5	1	0
Fc1ccc(-c2cc(C(F)(F)C(F)F)[nH]n2)cc1	75*	26*	29*	14	81*	6	-7	-1	10
Cn1c(CNC(=O)c2ccc(Cl)cc2)nnc1SCC(=O)NC1=NCCS1	-19	7.8	-5	-3	-1	-5	7	11	1
CCc1ccc(NC(=O)CC2C(=O)N(c3cccc(C)c3)C(=O)N2C2CC2)cc1 (stereo not given)	-11	0.3	-5	-4	0	6	4	-1	-9
CC1CN(C2CCCCC2)C(=S)N(c2ccccc2)C1=O (stereo not given)	2	-0.8	-2	3	-1	10	1	-4	nt
CSCCC(NC(=O)c1ccccc1Br)C(=O)NNC(=O)c1csc(N2CCOCC2)n1 (stereo not given)	-2	0.0	-6	4	0	-1	-3	1	-10
CC1C/C(=C/c2ccncc2)C(=O)/C(=C/c2ccncc2)C1 (stereo not given)	-6	10	2	1	0	-10	-3	3	13
OCC[C@@H]1C[C@H](O)[C@@H](O)[C@@]2(OCCc3ccccc32)O1	nt	-0.2	-3	-3	nt	-7	10	0	3
COc1ccccc1-n1cnc2cc(NC(C)=O)ccc21	-2	0.7	-3	1	6	1	6	2	-7
CCOC(=O)c1c(-c2ccccc2)csc1NC(=O)CSc1nc(C)cc(C)n1	23	1.2	-3	8	2	-2	-12	4	37*
Cc1ccc(N2C(=O)CS/C2=C(\C(Cl)=C(Cl)Cl)[N+](=O)[O-])cc1	-5	1.6	-4	-11	1	21	9	-6	-7
C[C@H](CO)N1C[C@H](C)[C@@H](CN(C)S(C)(=O)=O)Oc2ccc(NC(=O)Nc3ccccc3)cc2C1=O	3	0.8	-2	-16	2	19	10	-28	-4
CCN(C(=O)CSc1nnc(C2CC2)n1-c1ccccc1)C1CCS(=O)(=O)C1 (stereo not given)	0	0.1	-5	-1	1	-8	3	-3	-7
CSc1ccccc1C(=O)NC1CCSc2ccccc21 (stereo not given)	-3	0.1	-12	-4	-4	-3	6	-7	-11
COc1ccccc1C(=O)NC(=S)Nc1ccccc1N1CCCCC1	-22	0.0	-5	-10	-2	14	7	-7	-26
CCC(=O)NCCCOc1ccccc1	7	-0.2	-5	-6	6	5	9	7	-1
COc1cccc(C(=O)C2CCCN(C(=O)CCC3=NNC(=O)CC3)C2)c1 (stereo not given)	2	0.2	-7	-12	11	8	13	4	1
COc1ccccc1C(=O)NNC(=O)C1CCN(C(=O)OC(C)(C)C)CC1	0	0.7	-1	-2	1	13	4	-11	-15
COc1ccc(C(=O)Nc2c(N)nc(SCC(=O)Nc3ccc(NC(C)=O)cc3)[nH]c2=O)cc1	-9	0.1	3	-2	2	-12	16	-2	-9
COc1ccccc1-c1nnc(SC(C)C(=O)NCC2CCCO2)n1C (stereo not given)	-11	-0.2	-2	3	2	-15	2	-1	nt
Clc1ccc(Cn2ncc3c(N4CCCCC4)ncnc32)cc1	52*	3.6	-1	-2	48*	9	-12	-10	-20

Reformatted: entries from further up
Every second line gives: TAAR1 antag | CHO-K1 Ca ag | M1 ag | CHRM1 antagonist | TAAR1 agonist | CHO-K1 Ca PAM | CHRM1 PAM | CHO-K1 Ca antag | CHO parental Ca
CC1C/C(=C/c2ccncc2)C(=O)/C(=C/c2ccncc2)C1 (stereo not given)
  -6 | 10 | 2 | 1 | 0 | -10 | -3 | 3 | 13
OCC[C@@H]1C[C@H](O)[C@@H](O)[C@@]2(OCCc3ccccc32)O1
  nt | -0.2 | -3 | -3 | nt | -7 | 10 | 0 | 3
COc1ccccc1-n1cnc2cc(NC(C)=O)ccc21
  -2 | 0.7 | -3 | 1 | 6 | 1 | 6 | 2 | -7
CCOC(=O)c1c(-c2ccccc2)csc1NC(=O)CSc1nc(C)cc(C)n1
  23 | 1.2 | -3 | 8 | 2 | -2 | -12 | 4 | 37*
Cc1ccc(N2C(=O)CS/C2=C(\C(Cl)=C(Cl)Cl)[N+](=O)[O-])cc1
  -5 | 1.6 | -4 | -11 | 1 | 21 | 9 | -6 | -7
C[C@H](CO)N1C[C@H](C)[C@@H](CN(C)S(C)(=O)=O)Oc2ccc(NC(=O)Nc3ccccc3)cc2C1=O
  3 | 0.8 | -2 | -16 | 2 | 19 | 10 | -28 | -4
CCN(C(=O)CSc1nnc(C2CC2)n1-c1ccccc1)C1CCS(=O)(=O)C1 (stereo not given)
  0 | 0.1 | -5 | -1 | 1 | -8 | 3 | -3 | -7
CSc1ccccc1C(=O)NC1CCSc2ccccc21 (stereo not given)
  -3 | 0.1 | -12 | -4 | -4 | -3 | 6 | -7 | -11
COc1ccccc1C(=O)NC(=S)Nc1ccccc1N1CCCCC1
  -22 | 0.0 | -5 | -10 | -2 | 14 | 7 | -7 | -26
CCC(=O)NCCCOc1ccccc1
  7 | -0.2 | -5 | -6 | 6 | 5 | 9 | 7 | -1
COc1cccc(C(=O)C2CCCN(C(=O)CCC3=NNC(=O)CC3)C2)c1 (stereo not given)
  2 | 0.2 | -7 | -12 | 11 | 8 | 13 | 4 | 1
COc1ccccc1C(=O)NNC(=O)C1CCN(C(=O)OC(C)(C)C)CC1
  0 | 0.7 | -1 | -2 | 1 | 13 | 4 | -11 | -15
COc1ccc(C(=O)Nc2c(N)nc(SCC(=O)Nc3ccc(NC(C)=O)cc3)[nH]c2=O)cc1
  -9 | 0.1 | 3 | -2 | 2 | -12 | 16 | -2 | -9

New compounds follow
SMILES	TAAR1 antag	CHO-K1 Ca ag	M1 ag	CHRM1 antagonist	TAAR1 agonist	CHO-K1 Ca PAM	CHRM1 PAM	CHO-K1 Ca antag	CHO parental Ca
CCCC(=O)Nc1c(-c2cccs2)c(=O)c2ccccc2n1C	6	0.2	-4	-13	7	16	9	-8	-3
COc1ccc(/C=C2\SC(=S)N(CCC(=O)NCCc3ccc(O)cc3)C2=O)cc1	-8	7.5	0	-3	4	7	2	-17	-19
CC(C)Oc1ccc(C2CC(=O)N(c3cccc(Br)c3)C2=O)cc1 (stereo not given)	4	1.6	-1	8	3	0	-2	1	-14
O=C(NS(=O)(=O)Oc1ccc(Cl)cc1)OC[C@@H]1CCCN2CCCC[C@H]12	8	-0.5	-5	5	6	-10	-1	14	0
COc1ccc(CCNC(=O)CN(c2ccc(OC)c(OC)c2)S(=O)(=O)c2ccccc2)cc1OC	-14	3.1	0	-8	7	-4	15	-4	-9
O=C(NNc1c(Cl)cncc1Cl)c1cccs1	-14	1.9	-2	-18	1	35	10	-22	-16
Cc1ccc(CNC(=O)Cn2ccc3cc(S(=O)(=O)N4CCCC4)ccc32)o1	-7	0.2	-2	4	1	-2	10	-2	10
COc1ccc(CCNC(=O)C2CCN(S(=O)(=O)c3c(C)noc3C)CC2)cc1OC	-11	-0.1	1	-31	5	6	8	4	-8
Nc1ncnc2sc3c(c12)CCNC3	-7	-0.1	-3	-22	0	22	18	-14	-2
COc1ccc(CCn2c(N)cc(=O)[nH]c2=O)cc1OC	-4	-0.2	0	28*	1	-14	-14	22	-8
CC(=O)c1cnn(-c2ccccc2)c1C	17	-0.5	-1	2	4	6	10	16	0
COCCn1c(=O)[nH]c(=O)c2c1nc(-c1cc(Br)c3c(c1)OCO3)n2Cc1ccccc1	24	5.0	-5	8	6	-6	-7	-13	-35
CCN=C1Sc2nc3ccc(OCC)cc3cc2CN1CCOC	16	0.7	-5	2	-1	13	4	10	-22
NC(CSC1(c2ccccc2)c2ccccc2-c2ccccc21)C(=O)O (stereo not given)	-9	-0.6	0	-17	-1	30	7	-11	nt
O=C(N/N=C/c1cc([N+](=O)[O-])cc([N+](=O)[O-])c1O)C(O)(c1ccccc1)c1ccccc1	-3	0.8	-2	-7	2	23	5	-11	-14
Cc1ccc(NC(=O)Nc2nnc(Cc3ccc(F)cc3)s2)cc1	-1	0.2	-3	11	0	-9	-2	-8	nt
FC(F)(F)c1nc2ccccc2nc1N/N=C\c1ccccc1	3	-0.2	-6	-12	2	14	-5	-3	-17
CCOC(=O)c1cc(N)cc([N+](=O)[O-])c1	-26	0.4	-4	-7	1	10	2	-2	-7
Cc1ccc(/C=C/S(=O)(=O)NCC(=O)OCC(=O)Nc2ccc(C(=O)N(C)C)cc2)cc1	-8	2.4	-4	-5	0	-7	6	3	8
CCn1c(CNc2cccc(C(F)(F)F)c2)n[nH]c1=S	16	1.0	-12	4	7	17	-5	-16	1
Cc1cccc(-c2nc(=S)c3c(o2)CCCC3)c1	4	-0.3	0	-6	7	17	6	0	-4
CCCn1c(=O)[nH]c(=O)c2c1nc(-c1ccc(C#N)cc1)n2CCOC	-19	0.1	-5	-7	-1	-14	10	6	7
Cc1nnc(SCC(=O)N2c3ccccc3C(C)(c3ccccc3)CC2(C)C)s1 (stereo not given)	-6	1.1	-10	-7	0	19	5	-11	2
CC(=O)Nc1cccc(-c2cc(NC=O)c3ncc(-c4cccc(C(C)=O)c4)n3c2)c1	26	3.7	-3	8	7	-4	-8	3	nt

Source: PubChem BioAssay
